PG9 binder – binders of HIV-1 gp120 antibody PG9, primary screen, biochemical, TR-FRET | AID 624416, 2012 | inhibition, % at 6.7 µM | HIV-1 gp120 / PG9 antibody interaction | TR-FRET gp120-PG9 antibody binding | actives 0.43% (n = 360,000); in the data active = inhibition above about 8.5%
ARFGAP1 inhibitor – inhibitors of rat ARFGAP1 GAP activity, primary screen, biochemical, fluorescence polarization, GDP tracer; inhibition, % at 16.5 µM; Arfgap1-stimulated ARF1 GTP hydrolysis, GDP FP detection; actives 0.26% (n = 360,000); AID 651572, 2012;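 active = inhibition above a per-plate limit, mean inhibition of low control wells plus 3 SD, cut at about 25% in these data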;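 also: 0% = DMSO wells with enzyme and 100% = wells lacking Arfgap1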
Target sequence (Q62848 1-136 limits assumed): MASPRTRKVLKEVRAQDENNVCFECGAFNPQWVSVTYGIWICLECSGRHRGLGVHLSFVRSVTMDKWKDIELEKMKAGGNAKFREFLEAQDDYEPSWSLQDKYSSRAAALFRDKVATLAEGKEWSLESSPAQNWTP
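Material: rat Arfgap1 catalytic domain, aa 1-136; also added: human ARF1(Δ1-17)-GTP substrate; compound dosing: one concentration, 16.5 µM, DMSO 1.26%; incubation: GTP hydrolysis reaction 2 h at 25 °C; measured by: Tracer-displacement fluorescence polarization with EDTA stop, 620/688 nm; evaluation: % inhibition from polarization; repeats: one replicate per compound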
NR1D1 modulator – modulators of Rev-erb alpha DNA binding, primary screen, biochemical, FITC-DNA, fluorescence polarization, uHTS; Nuclear receptor subfamily 1 group D member 1 (Homo sapiens), P20393; Rev-erbα–FITC-DNA binding, 90 min; activity, % at 10 µM; actives 0.79% (n = 370,000);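 active = activity above about 14%, limit read from the data; passing the limit was not always enough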;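 also: 0% = DMSO wells with 35 nM protein and 100% = DMSO wells with 750 nM protein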
NPR2 activator – human GC-B receptor activators, primary screen, HEK293 GC-B cells, cGMP TR-FRET, EC30 CNP. Atrial natriuretic peptide receptor 2 (Homo sapiens), P20594. 0% at EC30 CNP, 100% saturating CNP. activation, % at 10 µM. actives 0.11% (n = 370,000). AID 1920062, 2024;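 active = activation at 10 µM reaching about 35% in either raw or pattern-adjusted values, limit read from the data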
GC-A act – GC-A stimulated cGMP production enhancers – HEK293 GC-A cells, cGMP TR-FRET, EC30 ANP, primary screen. activation, % at 10 µM. AID 1671463, 2021. 0% at EC30 ANP, 100% saturating ANP. actives 0.14% (n = 370,000). Atrial natriuretic peptide receptor 1 (Homo sapiens), P16066; in the data active = activation above about 40%
ASAP1 inh – inhibitors of human ASAP1 ArfGAP activity, primary screen, biochemical, fluorescence polarization; Arf-GAP with SH3 domain, ANK repeat and PH domain-containing protein 1 (Homo sapiens), …; ASAP1-stimulated ARF1 GTP hydrolysis, GDP FP detection; inhibition, % at 16.5 µM; actives 0.19% (n = 360,000); in the data active = inhibition above about 25%;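 also: 0% = vehicle with enzyme and substrate and 100% = no enzyme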
Target sequence (Q9ULH1 325-724 limits assumed): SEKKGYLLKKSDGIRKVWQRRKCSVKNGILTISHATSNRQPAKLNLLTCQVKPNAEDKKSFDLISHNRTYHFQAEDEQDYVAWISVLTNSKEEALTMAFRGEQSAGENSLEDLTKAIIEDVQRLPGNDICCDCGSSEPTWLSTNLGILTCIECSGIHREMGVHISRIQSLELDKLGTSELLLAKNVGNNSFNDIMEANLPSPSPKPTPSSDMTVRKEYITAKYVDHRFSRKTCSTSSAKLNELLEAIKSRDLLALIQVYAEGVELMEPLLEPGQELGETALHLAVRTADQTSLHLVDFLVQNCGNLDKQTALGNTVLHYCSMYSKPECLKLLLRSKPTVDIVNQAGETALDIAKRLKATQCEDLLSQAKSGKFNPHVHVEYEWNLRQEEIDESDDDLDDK
rCAG binder – binders of r(CAG) RNA repeats, primary screen, biochemical, fluorescence; r(CAG) RNA repeat, TO-PRO-1 dye displacement fluorescence; inhibition, % at 3 µM; actives 1.3% (n = 370,000); AID 651821, 2012;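 active = inhibition above the plate cutoff, the mean of all test compounds on that plate plus 3 SD, cut at about 35% in these data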;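 also: 0% = DMSO alone and 100% = 100 µM mitoxantrone as full dye displacement; higher means more dye released from RNA so lower well fluorescence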
HTRA1 inhibitor – HTRA1 serine protease inhibitors, primary screen, biochemical, fluorescence polarization, HTS; Q92743; recombinant HTRA1, FP-rhodamine activity-based probe; inhibition, % at 5.96 µM; actives 0.5% (n = 340,000); AID 504803, 2011; in the data active = inhibition above about 36%;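 also: 0% = enzyme with DMSO and 100% = wells lacking enzyme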
mABHD4 FP – ABHD4 inhibitors, primary screen, biochemical, fluorescence polarization, mouse | (Lyso)-N-acylphosphatidylethanolamine lipase (Mus musculus), Q8VD66 | purified mABHD4, FP-Rh probe fluorescence polarization | inhibition, % at 8.92 µM | actives 0.54% (n = 370,000) | AID 720543, 2013;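 active = inhibition exceeding the mean over every tested compound plus 3 SD, cut at about 30% in these data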;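 also: 0% = plate median of compound wells and 100% = S159A mutant with DMSO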
Target sequence (Q8VD66 whole entry, looked up): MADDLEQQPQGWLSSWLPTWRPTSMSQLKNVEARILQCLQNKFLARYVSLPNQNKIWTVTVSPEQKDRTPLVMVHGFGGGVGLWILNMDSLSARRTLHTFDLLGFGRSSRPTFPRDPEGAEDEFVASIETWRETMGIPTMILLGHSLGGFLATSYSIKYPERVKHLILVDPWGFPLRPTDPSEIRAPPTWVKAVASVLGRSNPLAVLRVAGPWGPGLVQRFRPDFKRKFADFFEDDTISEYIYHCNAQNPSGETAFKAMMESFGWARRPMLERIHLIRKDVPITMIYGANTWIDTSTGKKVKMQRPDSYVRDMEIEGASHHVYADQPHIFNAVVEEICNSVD
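Test system: mABHD4 protein | Buffer or medium: HEPES pH 7.0 buffer, 150 mM NaCl, 0.01% Pluronic F-127 | Probe or stimulus: FP-Rh fluorescent activity-based probe, added after compound pre-incubation | Timing: Pre-incubation 45 min, probe exposure 60 min, at 25 °C | Technique: Fluorescence polarization, excitation 525 nm, emission 598 nm, BODIPY TMR filters | Repeats: Single well per compound (singlicate)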
SMARCA2 activ – SMARCA2 (BRM) function activators, primary screen, cell-based, luminescence, high throughput; activation, % at 9.1 µM; AID 652017, 2013; MG213 cells, MMTV-luciferase reporter, dexamethasone, overnight; actives 1% (n = 370,000); in the data active = activation above about 7.8%;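 also: 0% = vehicle wells and 100% = reference activator wells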
* hit, by the source's call; . = not tested or not shown.

Every second line gives: PG9 binder	ARFGAP1 inhibitor	mABHD4 FP	SMARCA2 activ	GC-A act	HTRA1 inhibitor	rCAG binder	NR1D1 modulator	NPR2 activator	ASAP1 inh
Cc1noc(C)c1C(=O)NC1CCCc2ccccc21 (centres undefined)
  -1.0	5	6	-2	-1	2	-4	-1	7	-5
O=C(Nc1ccc2c(c1)OCO2)NC1CCCCN(Cc2cccc(Cl)c2)C1=O (centres undefined)
  .	.	2	-2	-3	.	4	-8	-3	.
CCOc1ccc2ncc(S(=O)(=O)c3ccccc3)c(N3CCC4(CC3)OCCO4)c2c1
  0.6	3	-8	-2	-6	.	-4	-2	-1	0
CCOC(=O)c1c(NC(=O)C2=C(C)NC(=S)NC2c2ccc(F)cc2)sc(C)c1C (centres undefined)
  -0.5	-3	-15	-1	2	-78	19	0	0	-2
c1ccc2c(NC3=NCCCCS3)cccc2c1
  1.4	8	0	-2	2	-5	-4	2	-1	2
CCOc1cc(-n2cnnn2)c(OCC)cc1NC(=O)c1cnccn1
  -1.0	-9	-3	1	-9	-6	0	-11	-8	11
CCOc1cc(C2NC(=O)NC(C)=C2C(=O)OC(C)CC)cc(Br)c1O (centres undefined)
  -0.4	6	-2	3	-18	-2	-1	2	-13	15
COc1ccccc1NC(=S)NCCc1ccccc1
  -2.3	6	7	3	-2	2	-3	-4	-10	3
S=C(c1cccs1)N1CCCC1
  0.8	4	10	0	2	1	5	-6	-1	8
COc1ccc(N2CCN(C(=O)CCc3nnc4ccc(N5CCC(C)CC5)nn34)CC2)cc1
  -0.7	3	5	-3	-5	-8	-9	5	-5	-4
Cc1ccc(NC(=O)CN2CCC(NC(=O)Cc3ccccc3)CC2)cc1C
  -1.8	-11	-15	-1	0	5	-10	-1	-1	-12
CCCCCN(C(=O)COC(=O)COc1c(C)cc(C)cc1C)c1c(N)n(CCCC)c(=O)[nH]c1=O
  -2.0	6	1	2	-3	-2	-6	1	-5	12
COc1ccccc1-n1ccnc(SCC(=O)NCc2ccccc2Cl)c1=O
  1.4	6	-1	-2	1	0	-5	-1	-12	8
CC(C)(C)c1cc(NC(=O)c2cccc(S(=O)(=O)N3CCOCC3)c2)no1
  -2.5	18	1	3	4	2	-1	-8	1	-1
COc1ccc(Cc2c(-c3ccccc3)nc3ccc(Cl)cn23)c(C)c1
  0.6	-6	2	4	2	.	14	-2	9	-7
CC1CN(Cc2nc3c(c(=O)[nH]c(=O)n3C)n2CC(N)=O)CC(C)O1 (centres undefined)
  3.0	6	1	-2	-1	2	1	1	4	2
CCOc1cc(S(=O)(=O)Nc2ccc(Cl)cn2)ccc1Cl
  -0.6	-8	-2	2	1	-6	11	2	2	-5
CN(CCOc1ccc(Cl)cc1)C(=O)Cc1ccc(S(=O)(=O)N2CCOCC2)s1
  0.9	4	-5	-3	-3	-9	3	6	1	-12
O=C(NCC1OCCc2ccccc21)c1ccc(NC(=O)c2ccccc2Cl)cc1 (centres undefined)
  7.6	-4	-19	-5	1	-18	8	-2	-1	10
C=CCn1c(-c2ccc(Cl)cc2)ccc(C#N)c1=O
  -3.7	7	-10	0	3	-6	1	-3	0	12
O=C(NCCS(=O)(=O)N1CCN(c2ccccc2)CC1)c1cc(=O)c2ccccc2o1
  1.2	-5	5	-2	-2	2	7	-5	-7	-4
CC[C@H]1C(Nc2ccccc2)C[C@@H]2CCN3C(=O)CC[C@H]1[C@H]23 (some centres undefined)
  0.9	-4	8	-1	0	-4	-4	-1	4	-5
O=C(COc1ccccc1Cl)NCCNC(=O)c1cnccn1
  -0.4	5	1	-4	-5	-2	-2	4	6	3
C#Cc1ccccc1OCCCN1CCC(C(O)(c2ccccc2)c2ccccc2)CC1
  -1.3	5	2	-6	-17	.	0	8	-14	-9
O=C(Nc1ccccc1)c1ccccc1NC(=O)c1ccccc1[N+](=O)[O-]
  3.1	-6	2	-3	-2	-15	1	8	-2	-5
O=C(NC1CCCCC1)c1cc([N+](=O)[O-])ccc1N1CCCCC1
  -1.3	-5	10	4	-4	3	-6	3	2	-6
COC(=O)[C@]12C[C@H](CC(=O)NCCCCc3ccccc3)C(=O)N(CCc3ccc(OC)c(OC)c3)C1=C[C@H](COCc1ccccc1)O[C@@H]2C
  .	.	-6	-4	-2	.	8	8	3	.
COc1ccc(-c2nn(-c3ccccc3)cc2/C=N/O)cc1OC
  1.2	14	-14	-3	6	-17	-1	0	1	-2
O=C(NCc1ccccn1)c1ccc(Cl)c(S(=O)(=O)N2CCOCC2)c1
  -0.9	5	4	-2	-2	5	-3	4	0	-13
CCOC(COC(=O)c1ccccc1C(=O)O)c1ccccc1 (centres undefined)
  -1.0	7	4	-2	3	2	2	0	5	9

Part of the list above in order of molecular weight, rising:
Every second line gives: PG9 binder	ARFGAP1 inhibitor	mABHD4 FP	SMARCA2 activ	GC-A act	HTRA1 inhibitor	rCAG binder	NR1D1 modulator	NPR2 activator	ASAP1 inh
CC[C@H]1C(Nc2ccccc2)C[C@@H]2CCN3C(=O)CC[C@H]1[C@H]23 (some centres undefined)
  0.9	-4	8	-1	0	-4	-4	-1	4	-5
O=C(NC1CCCCC1)c1cc([N+](=O)[O-])ccc1N1CCCCC1
  -1.3	-5	10	4	-4	3	-6	3	2	-6
O=C(NCc1ccccn1)c1ccc(Cl)c(S(=O)(=O)N2CCOCC2)c1
  -0.9	5	4	-2	-2	5	-3	4	0	-13
C#Cc1ccccc1OCCCN1CCC(C(O)(c2ccccc2)c2ccccc2)CC1
  -1.3	5	2	-6	-17	.	0	8	-14	-9

Additional structures follow:
Every second line gives: PG9 binder	ARFGAP1 inhibitor	mABHD4 FP	SMARCA2 activ	GC-A act	HTRA1 inhibitor	rCAG binder	NR1D1 modulator	NPR2 activator	ASAP1 inh
CC(C(=O)Nc1ccc(C#N)cc1)N(C)CC(=O)N(C)c1c(N)n(Cc2ccccc2)c(=O)[nH]c1=O (centres undefined)
  0.2	8	4	2	3	-1	1	-7	-4	-10
Cc1cc2nc3n(c2cc1C)CC1CC(C(=O)NCC2CC2)N(C)C31 (centres undefined)
  -0.5	2	1	0	-1	-3	-4	-7	7	0
Cc1ccc(C(=O)NC(=S)N2CCN(c3ccccc3F)CC2)cc1
  -0.2	-4	0	-2	-6	5	-3	0	-9	-4
O=C(CNC(=O)c1ccc(-c2ccccc2)cc1)OCc1ccc(Br)cc1
  -4.0	8	-1	6	5	-4	0	0	-2	-4
COc1ccc(-n2c(COc3ccc(C)cc3)nnc2SCC(=O)c2ccc(-c3ccccc3)cc2)cc1
  .	.	-13	0	-2	.	13	45*	0	.
Cc1nc2ccccc2c2c(N)cccc12
  1.6	5	4	-2	2	5	2	4	1	9
COc1ccc(CCCC(=O)N/N=C/c2ccccc2OC)cc1
  0.8	21	-17	-5	0	-9	-4	2	2	17
CCN1CCN(C(=S)Nc2cc(S(=O)(=O)N(CC)CC)ccc2C)CC1
  0.7	2	-6	-3	0	-3	1	0	0	6
COC(=O)Nc1ccccc1C(=O)N1CCC(O)(c2ccc(Cl)cc2)CC1
  0.9	16	8	1	2	-1	-2	-3	1	4
Cc1ccccc1OCC(=O)NS(=O)(=O)c1ccc(Cl)cc1
  -0.8	0	3	-1	0	9	3	8	0	3
O=C(c1nc2ccccn2c1CN1CCCC(c2nc3ccccc3o2)C1)N1CCCC1 (centres undefined)
  3.2	9	2	1	0	11	-8	4	-2	-18
COc1ccc(N2CCN(C(=O)CSc3nnc(C)c(=O)[nH]3)CC2)cc1
  -2.4	1	3	4	1	-1	6	6	-2	0
Cc1nnc(NS(=O)(=O)c2ccc(Br)cc2)s1
  -6.1	-3	2	0	4	-2	6	-1	1	-2
CCSc1cc(C)nc2c(-c3ccccc3)cnn12
  -0.9	2	-3	4	8	-1	-1	7	-12	6
CCCN(CC(=O)Nc1ccccc1C)C(=O)c1ccc(OCc2c(C)noc2C)cc1
  -1.1	-6	2	2	2	-6	-6	1	1	-10
COc1ccc(CNC2CCCCC2)cc1
  -1.9	1	6	2	-4	2	2	0	-3	5
COc1cc(OC)c(C(=O)OCC(=O)NCCC2=CCCCC2)cc1OC
  0.7	4	4	0	-5	2	-9	0	-8	1
COC(=O)Cn1nc(C)c2ccccc2c1=O
  -1.4	2	8	-1	6	8	1	2	0	-1
CCCCn1c(=O)c(CCC(=O)OCC(=O)NC(=O)NCCOC)nc2ccccc21
  -0.6	-4	4	1	0	2	-5	-2	0	2
COC(=O)C[C@@H]1CC[C@H]2[C@@H](COc3ccc(NC(=O)Nc4ccccc4)cc3C(=O)N2C)O1
  .	.	1	-2	3	.	2	-2	-3	.
CCn1c(CCNC(=O)c2ccc(OC)c(OC)c2)nc2ccccc21
  -3.0	-7	-5	-2	-2	4	-3	-7	-3	-1
O=C(N/N=C/c1ccc([N+](=O)[O-])cc1)c1ccccc1OCc1ccccc1
  -2.3	3	6	-1	-10	-3	1	-3	-4	-12

Compound activity as filed in PubChem.
